Compound activity from PubChem BioAssay.
KLF5 inhibitor: inhibitors of KLF5 expression | DLD-1 KLF5 promoter-luciferase reporter, luminescence | inhibition, % at 5 µM | actives 0.23% (n = 290,000) | AID 1700;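 active = inhibition above a per-plate limit of that plate's mean compound inhibition plus 3 SD, cut at about 60% in these data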;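 also: 0% = DMSO wells and 100% = LY294002 at 200 µM; higher means less KLF5 promoter-driven luciferase light; inactives centre near -14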
HSF1 inh: HSF1 inhibition; NIH3T3-HGL HSE-luciferase, MG132-induced, luminescence 8 h; hits give low values; activity change, negative = inhibition, % at 7.5 µM (by protocol); actives 0.77% (n = 300,000); AID 2098;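 active = more than half of replicate wells show activity change below -50%, luminescence cut by over half; inconclusive = some wells, but at most half, below -50%; inactive = no replicate well below -50%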;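 also: luciferase reports HSF-1 transcriptional activity via heat shock element; 0% = median of DMSO wells and -100% = zero luminescence signal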
HIF act: HIF pathway transcriptional activation | U2OS HRE-luciferase reporter, luminescence; normalized: DMSO 0%, desferrioxamine 100% | activation, % at 7.5 µM (by protocol) | actives 0.32% (n = 300,000);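 active = mean activation of at least 10% of the iron chelator positive control signal, with at least half of replicates also reaching 10%; inconclusive = mean and replicate majority disagree about reaching 10%; inactive = mean and most replicates under 10%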
AI-2 QS mod: Vibrio harveyi AI-2 quorum sensing modulation; Vibrio harveyi JMH597 AI-2 luminescence/OD600 ratio, 9 h; hits give low values; strain lacks LuxN and CqsS sensors; 0 = neutral-control median; activity change, % at 7.5 µM; actives 0.4% (n = 300,000); AID 2094; in the data active = activity change below about -75%, passing the limit was not always enough; inconclusive = no clear call, values can overlap the other calls;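 also: luminescence divided by OD600 gain over 9 h not by final OD600 alone; inactives centre near 13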
HSP90 inh: blocks HSP90-mediated luciferase refolding in reticulocyte lysate | inhibition, % at 5.6 µM | actives 0.91% (n = 290,000) | Rabbit reticulocyte lysate, luciferase refolding luminescence, 3 h;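 active = inhibition above the screen-wide mean plus 3 SD, computed separately per campaign, cut at about 16% in these data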;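 also: 0% = DMSO wells and 100% = 60 µM geldanamycin wells; inhibitors lower the luminescence because luciferase stays unfolded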
IEC-6 tox: IEC-6 cytotoxicity, counter-screen for KLF5 inhibitors; luminescence viability; inhibition, % at 5 µM; actives 0.78% (n = 290,000); AID 1825; in the data active = inhibition above about 22%;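 also: 0% = plate median of test compound wells and 100% = cytotoxic reference compound wells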
aSyn 5UTR inh: 5' untranslated region of α-synuclein, MLPCN primary screen. actives 0.82% (n = 300,000). inhibition, % (tested at 7.5 µM). alpha-synuclein 5'UTR reporter, inhibitor activity; in the data active = inhibition above about 60%; inconclusive = no clear call, values can overlap the other calls;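 also: H4 neuroglioblastoma cells stably carrying SNCA 5'UTR luciferase fusion; 0% = DMSO wells and 100% = positive control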
Platelet DG rel: platelet dense granule release activity. human platelet-rich plasma, SFLLRN dense granule ATP release, luminescence. AID 1663. inhibition, %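 (compounds screened at 7.5 µM in platelet-rich plasma)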. actives 0.22% (n = 300,000);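 active = mean replicate score, as percent of positive control, at or above 50; inconclusive = mean below 50 but at least one replicate at or above 50; inactive = mean and every replicate below 50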
HSF-1 act: increases HSF-1 driven luciferase reporter signal; NIH3T3-HGL HSF-1 luciferase reporter, MG132, 8 h; 100% = twice DMSO control signal; activation, % at 9 µM; actives 1.7% (n = 300,000);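 active = mean replicate activation of at least 50% with a set share of replicates each reaching 50%; inconclusive = only one of those two conditions met; inactive = mean below 50% and too few replicates reaching it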;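 also: 0% = median of the neutral control wells and 100% = twice that signal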
SKKanGAS inh: SKKanGAS growth inhibition. S. pyogenes SKKanGAS, kanamycin growth, BacTiter-Glo, 6 h. inhibition, % at 7.5 µM. actives 1.3% (n = 300,000). AID 1662;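 active = mean replicate score, as percent of positive control median, at least 50; inconclusive = mean below 50 but one replicate at or above 50; inactive = mean and every replicate below 50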;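 also: strain carries kanamycin resistance gene driven by streptokinase promoter and grows in 40 µg/ml kanamycin; loss of luminescence reflects streptokinase promoter inhibition or plain growth inhibition; 0% = median of DMSO wells and 100% = positive control at its reference dose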
* hit, by the source's call; ? = inconclusive; . = not tested or not shown.

Under each structure: KLF5 inhibitor	HSF1 inh	HIF act	AI-2 QS mod	HSP90 inh	IEC-6 tox	aSyn 5UTR inh	Platelet DG rel	HSF-1 act	SKKanGAS inh
Cc1[nH]c2ccccc2c1CCN(Cc1cccnc1)C(=S)NC(C)(C)C
    -20	-6	-1.3	9	3	-4	7	2	20	-2
COc1ccc2c(C)cc(SCC(=O)Nc3ccc(Cl)cn3)nc2c1
    -36	-8	-0.5	9	-1	2	-11	10	-6	-7
COc1ccc(C(=O)NC(=S)N2CCC(C)CC2)cc1
    -14	5	-26	48	8	-1	-45	9	25	12
COc1ccc(CN2C=C3C(=O)C(C)(OC(=O)C4CCCC4)C(=O)C=C3C=C2c2ccsc2)cc1 (centres undefined)
    .	0	-0.1	27	.	.	8	-7	-11	8
O=C(c1ccc(S(=O)(=O)N2CCCC2)cc1)N1CCCCC1
    .	-3	-0.4	22	.	.	7	9	-7	14
Cc1cc(C)c(NC(=O)CSc2nc(=O)n(CCN3CCOCC3)c3c2CCC3)c(C)c1
    .	5	-0.2	10	.	.	17	14	1	-12
O=C(CCn1c(=O)sc2ccccc21)NC1=NCCS1
    -16	-2	0.0	13	-4	-3	26	4	-3	0
COc1cc(/C=N/NC(=S)NC2CC3CC2C2C=CCC32)ccc1O (centres undefined)
    -73	2	5.1	42	3	0	-116	17	-5	-5
CCOC(=O)C1=NN(C(=O)c2ccco2)C2(CC2)C1
    3	-5	-0.3	16	1	-10	-11	0	-14	-5
Cc1ccc(NC(=O)C(C)NS(=O)(=O)c2ccc(F)cc2)cc1C (centres undefined)
    -22	-3	-0.7	-13	2	-1	6	-4	23	-16

Going on with the list:
Under each structure: KLF5 inhibitor	HSF1 inh	HIF act	AI-2 QS mod	HSP90 inh	IEC-6 tox	aSyn 5UTR inh	Platelet DG rel	HSF-1 act	SKKanGAS inh
CC1(C)CC(=O)C2=C(C1)N(Cc1ccccc1)C(=O)C2(NC(=O)C(C)(C)C)C(F)(F)F (centres undefined)
    -32	-36	-0.6	25	-4	-2	-10	0	-54	-13
O=C(NN1S(=O)(=O)c2ccccc2S1(=O)=O)c1ccc(Br)cc1
    -42	2	0.0	-5	-6	-2	14	-3	30	5
Cc1cc(C)c(S(=O)(=O)NCc2cn3c(C)csc3n2)cc1C
    -28	3	-0.4	20	0	-1	-1	22	-6	1
O=C(CC1COc2ccccc2O1)NCc1ccccc1 (centres undefined)
    -17	-12	0.5	31	2	-6	-28	-9	1	1
COC(=O)CCCC1=CC2=C(c3ccccc3)C(=O)C(C)(OC(=O)C3CCCC3)C(=O)C2=CN1C(CO)CO (centres undefined)
    .	3	-1.3	9	.	.	12	2	3	-1
Cn1c(SCC(=O)C(C)(C)C)nnc1-c1ccc(F)cc1
    -14	-1	0.3	9	-1	3	6	11	-18	-1
C=CCn1c(COc2cccc(C)c2C)nnc1SCC(=O)N1CCN(c2ccccc2)CC1
    -4	7	0.2	9	-5	-2	22	10	8	5
COCCSc1nnc(NC(=O)COC)s1
    -11	.	-0.2	27	0	-6	17	-1	.	.
CNC(=O)COC(=O)[C@@H](Nc1ccc(S(=O)(=O)N2CCOCC2)cc1[N+](=O)[O-])C(C)C
    -27	-1	0.1	29	2	0	-3	-31	1	4
Cc1ccnc(SCC(=O)Nc2sc3c(c2C#N)CCCC3)n1
    -16	2	0.8	11	0	9	-12	-6	4	3

An excerpt from above in order of their number in HSF-1 act, high to low:
compound	KLF5 inhibitor	HSF1 inh	AI-2 QS mod	HSP90 inh	aSyn 5UTR inh	Platelet DG rel	HSF-1 act
C=CCn1c(COc2cccc(C)c2C)nnc1SCC(=O)N1CCN(c2ccccc2)CC1	-4	7	9	-5	22	10	8
CNC(=O)COC(=O)[C@@H](Nc1ccc(S(=O)(=O)N2CCOCC2)cc1[N+](=O)[O-])C(C)C	-27	-1	29	2	-3	-31	1
CC1(C)CC(=O)C2=C(C1)N(Cc1ccccc1)C(=O)C2(NC(=O)C(C)(C)C)C(F)(F)F (centres undefined)	-32	-36	25	-4	-10	0	-54

Next section
Under each structure: KLF5 inhibitor	HSF1 inh	HIF act	AI-2 QS mod	HSP90 inh	IEC-6 tox	aSyn 5UTR inh	Platelet DG rel	HSF-1 act	SKKanGAS inh
COC(=O)C/C(O)=C(/N=Nc1cccc(C(F)(F)F)c1)C(=O)OC
    -19	5	-0.4	7	-4	5	11	0	0	4
CCOC(=O)c1nn(-c2ccc(Br)cc2)cc1C(=O)c1cccc2ccccc12
    9	24	0.7	7	-4	-2	9	-4	40	4
COCCn1c(C)cc(C(=O)CSc2nc3ccccc3o2)c1C
    -158	12	-0.2	2	1	-11	-16	-1	22	-1
Fc1cccc(NC(=S)Nc2ccc(Br)cc2)c1
    20	11	1.4	13	0	1	-54	7	13	13
O=C(Cc1cccc2ccccc12)NNC(=O)Nc1ccc(Cl)cc1
    -29	13	3.1	13	4	10	-112	1	22	-6
CCN1CCCc2cc(CN(CCN3CCOCC3)C(=S)Nc3cccc(OC)c3)ccc21
    -30	-7	0.3	18	7	2	11	1	6	-2
CC1CCC(C(=O)NC(C(=O)NCc2cccnc2)C(C)C)CC1 (centres undefined)
    -39	4	0.3	1	2	5	-1	-8	38	-12
O=C(CCn1c2c(c3ccccc31)CCCC2)NNC(=O)c1ccccc1[N+](=O)[O-]
    -32	11	-0.5	5	-6	11	9	13	-14	5
CCN(CC(=O)Nc1c(F)cccc1F)C(=O)CCOc1ccc(C)cc1
    .	5	0.1	24	.	.	13	1	3	-1
O=C(NCc1ccccc1)c1ccccc1-c1nc2ccccc2[nH]1
    -15	9	-1.1	21	-1	-2	5	3	25	.

Three records drawn at random from those above:
Under each structure: KLF5 inhibitor	HSF1 inh	HIF act	AI-2 QS mod	HSP90 inh	IEC-6 tox	aSyn 5UTR inh	Platelet DG rel	HSF-1 act	SKKanGAS inh
O=C(Cc1cccc2ccccc12)NNC(=O)Nc1ccc(Cl)cc1
    -29	13	3.1	13	4	10	-112	1	22	-6
CCN1CCCc2cc(CN(CCN3CCOCC3)C(=S)Nc3cccc(OC)c3)ccc21
    -30	-7	0.3	18	7	2	11	1	6	-2
COC(=O)C/C(O)=C(/N=Nc1cccc(C(F)(F)F)c1)C(=O)OC
    -19	5	-0.4	7	-4	5	11	0	0	4

The listing continues.
Under each structure: KLF5 inhibitor	HSF1 inh	HIF act	AI-2 QS mod	HSP90 inh	IEC-6 tox	aSyn 5UTR inh	Platelet DG rel	HSF-1 act	SKKanGAS inh
CCNC(=S)N1CCC(C(O)(c2ccccc2)c2ccccc2)CC1
    -12	4	-0.4	-7	1	2	-22	-2	6	-9
COc1ccc(CNc2cc(C)nc3ccc(OC)cc23)cc1
    -16	-4	3.4	9	3	5	-4	-2	6	-3
CCN(c1ccccc1)P(=O)(Nc1ccccc1)Nc1ccccc1
    -5	-2	0.0	6	2	2	-13	-1	-11	10
CC1C(=O)N2CCCc3cc(NS(C)(=O)=O)cc1c32 (centres undefined)
    -8	-2	0.2	9	-2	3	-1	3	-6	0
COc1ccccc1CC(=O)NCc1csc(-c2cccs2)n1
    -24	20	2.3	-6	4	-2	-117	3	46	0
O=C(O)c1ccc(N/N=C/c2cc3c(cc2[N+](=O)[O-])OCO3)cc1
    12	-9	-1.1	?	8	-10	-52	21	5	39
COc1ccccc1N1CCN(Cc2nc3ccccc3c(=O)n2CC(C)=O)CC1
    -19	8	0.0	24	4	-2	5	2	-1	-5
CCCCOC(=O)Nc1ccc(S(=O)(=O)Nc2onc(C)c2C)cc1
    -24	-4	0.4	17	5	-2	12	-2	-13	-1
CSc1ccc(C(=O)C2CCCN(Cc3cccn3-c3cccnc3)C2)cc1 (centres undefined)
    -31	8	-0.8	4	2	-6	9	-16	-8	0
Cn1cccc1Cc1nnc(SCC(=O)Nc2ccc3c(c2)OCCO3)n1-c1ccc(F)cc1
    -5	0	0.2	11	-4	-5	-1	23	5	-2

New compounds follow:
Molecule | KLF5 inhibitor | HSF1 inh | HIF act | AI-2 QS mod | HSP90 inh | IEC-6 tox | aSyn 5UTR inh | Platelet DG rel | HSF-1 act | SKKanGAS inh
Cc1cc(Cl)ccc1C(=O)C1CCCN(C(=O)c2ccoc2)C1 (centres undefined) | -33 | -14 | 0.1 | 19 | 2 | 0 | 10 | -7 | 16 | -2
O=C1c2ccccc2C(Nc2ccc(F)c(Cl)c2)N1c1ccccn1 (centres undefined) | -36 | 9 | 0.2 | 14 | -2 | -2 | 25 | -6 | 0 | -4
CCOC(=O)C(CCC(=O)O)(CCC(C)C)c1csc(N)n1 (centres undefined) | -25 | 3 | 0.0 | 7 | 1 | 1 | 6 | 6 | -17 | 4
Cc1nnc(SCC(=O)Nc2cccc(S(N)(=O)=O)c2)n1-c1ccccc1 | -6 | -7 | 0.7 | 16 | 0 | -3 | 3 | 5 | -2 | -5
O=C(NCCS(=O)(=O)N1CCCCC1)c1ccc2c(c1)OCO2 | . | -1 | 0.1 | 38 | . | . | 3 | -5 | -6 | -3
O=c1c(-c2nc3ccccc3s2)cccn1Cc1ccc(Cl)cc1 | -4 | 72 | 1.8 | 6 | -1 | -6 | -111 | 0 | 88* | 10
Cc1ccccc1C(=O)Nc1ccc2c(c1)OCCO2 | -35 | 8 | -1.3 | -3 | 43* | -2 | 15 | 17 | 7 | 2
O=C(NNC(=O)C12CC3CC(CC(C3)C1)C2)c1ccncc1 | -5 | -10 | -13 | 16 | 3 | 7 | -3 | 5 | -11 | 2
CN(C)c1ccc(/C=N\Nc2ccccn2)cc1 | -144 | 26 | 3.0 | 8 | -3 | -3 | -232 | 6 | 31 | 0
CN(C)CCCNCC(=O)c1c(-c2ccccc2)n(C)c2ccccc12 | -25 | 11 | -25 | -2 | 0 | 2 | 6 | -8 | 31 | -3
CC(=O)Nc1ccccc1Oc1ccccc1 | -27 | 6 | -0.4 | 14 | -1 | -3 | 18 | 1 | -1 | -1
CCOc1ccc(Cl)cc1S(=O)(=O)n1cnc2cc(C)c(C)cc21 | -2 | 4 | 0.2 | 19 | -3 | 2 | 11 | 11 | 20 | 52*
C#CCSc1nnc(-c2cc3c(C(F)(F)F)nn(C)c3s2)n1C | 12 | -2 | -0.4 | 42 | 0 | -7 | -5 | -3 | 16 | 0
CC1CCCCN1CC(=O)Nc1ccc2c(c1)OC(F)(F)O2 (centres undefined) | 19 | -10 | -0.1 | 7 | 3 | 12 | 12 | -1 | 12 | 9
Cc1ccc(Nc2ncnc3nc[nH]c23)cc1Cl | -119 | 17 | 3.5 | -7 | -5 | -5 | -146 | 16 | 10 | 12
CCn1nnc(NC(=O)c2cccnc2Cl)n1 | -19 | -2 | -1.1 | 6 | 4 | -3 | 4 | -5 | 16 | 5
O=Cc1cn(CCOc2ccccc2)c2ccccc12 | -28 | 6 | 1.4 | -2 | 1 | 5 | -2 | 0 | 3 | 2
Cc1ccc(C(=O)NCc2ccccn2)cc1S(=O)(=O)N1CCCCC1 | -13 | 4 | 0.6 | -3 | 1 | 1 | 4 | -6 | 10 | 0
Cc1cc(C)c(C#N)c(SCC(=O)Nc2ccc3c(c2)OCO3)n1 | -84 | 13 | 4.1 | 12 | -3 | 0 | -145 | 4 | 24 | -9
